aSyn tox rescue – alpha-synuclein toxicity suppression in yeast | Potency, µM (doses to about 46.1 µM), for the others: top-dose growth rescue (activation), hits mostly activators | 94,000 compounds, 0.02% hits | S. cerevisiae alpha-synuclein toxicity rescue, BacTiter-Glo growth, 24 h | AID 1347070; active means well fitted activation curve with a large enough effect; further: 0% is about no effect
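Growth restoration measured by BacTiter-Glo luminescence after 24 hr at 30 deg C; alpha-synuclein yeast, raffinose-pregrown to mid-log, were added at OD600=0.02 in galactose medium onto pinned compounds.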
* = called active by the depositor; [ ] = another dose, or the depositor's remark. Potency means the concentration at half of the fitted maximal effect. These rows are one share of the data; count on the stated rates, not on these rows.

No.	SMILES	aSyn tox rescue
1	CCCCC/C=N/NC(=O)c1[nH]c2ccc([N+](=O)[O-])cc2c1C	6.3%
2	COc1ccc(F)cc1S(=O)(=O)Nc1cccc(-c2ccc(N3CCCCCC3)nn2)c1	0.0%
3	CC1CCc2c(sc3nnn(Cc4cccc(C(=O)OC(C)C)c4)c(=O)c23)C1 (stereo not given)	7.1%
4	CC(C)(C)OC(=O)N1CCC(c2c(C(=O)NCc3ccccc3)cnn2-c2ccc(F)cc2)CC1	1.2%
5	COc1cc(C2SCC(=O)N2CCc2ccc(OC)c(OC)c2)ccc1O (stereo not given)	7.0%
6	NC(=O)C1CCN(c2ncnc3c2cnn3-c2cccc(Cl)c2)CC1	1.7%
7	O=C(c1ccccc1)c1ccc(OCCOCCN2CCN(Cc3ccccc3)CC2)cc1	2.3%
8	Cc1ccc(S(=O)(=O)N2Cc3ccccc3CC2C(=O)N(C)C)cc1 (stereo not given)	0.5%
9	O=C(NCc1ccccc1)c1cc(-c2cccc(Cl)c2)on1	-3.8%
10	COc1ccc(NC(=O)CN(C)S(=O)(=O)c2cccc3nsnc23)cc1	-1.6%
11	CS(=O)(=O)c1ccc(Cl)c(NC(=O)C2CC(=O)N(Cc3ccco3)C2)c1 (stereo not given)	-1.1%
12	CCOC(=O)c1noc2ncnc(Nc3cccc(C(F)(F)F)c3)c12	-8.2%
13	CCOC(=O)c1cnc2cc(Cl)c(OC)cc2c1Nc1ccc(Br)cc1C	-5.2%
14	Cc1ccc(OCc2cc(=O)n3c4c(sc3n2)CCCC4)cc1C	-0.8%
15	Cc1nccn1CCCNCc1c(C(=O)N2CCCCCCC2)nc2ccc(Cl)cn12	-1.3%
16	CCOc1cc(/C=C\c2nc(O)c([N+](=O)[O-])c(=O)[nH]2)ccc1OC(C)C	3.0%
17	COc1ccc(-c2nc3ccc(N4CCN(C)CC4)cc3c(=O)[nH]2)cc1	8.7%
18	CCOC(=O)C1CCN(C(=O)C(C)Oc2ccc(Br)cc2)CC1 (stereo not given)	-9.7%
19	Cc1ccc(Cn2c(=O)n(Cc3ccccc3)c(=O)c3oc4ccccc4c32)cc1	-1.2%
20	CN(CC(=O)Nc1ccc(Cl)c(C(F)(F)F)c1)C(=O)COc1cccc2cccnc12	3.5%
21	CCCc1cnc2c(c1SCC(=O)N1CCC(C)CC1)c(=O)n(C)c(=O)n2C	4.4%
22	CCOC(=O)c1ccc(NC(=O)Cc2noc3ccc(C)cc23)cc1	8.1%
23	COc1ccc(NC(=O)C[C@@H]2C(=O)N(Cc3ccccc3)CC2(C)C)cc1	-1.9%
24	O=[N+]([O-])c1cccc(-c2nnc(C3CC3)o2)c1	12.2%
25	O=S(=O)(NCC(c1ccccc1)N1CCc2ccccc21)c1ccccc1 (stereo not given)	18.1%
26	CCOc1ccc(N(c2nc(-c3ccc(OC)c(OC)c3)no2)c2nc(-c3ccc(OC)c(OC)c3)no2)cc1	-2.2%
27	COc1cccc(NC(=O)CCc2nc(-c3cc(OC)c(OC)c(OC)c3)no2)c1	-2.8%
28	Cc1cc(O)c(NC(=O)c2ccc(C)c([N+](=O)[O-])c2)cc1C	3.0%
29	CC(C)CCNC(=O)c1cnc2sc(N3CCCCC3)nn2c1=O	-7.9%
30	CC(C)c1ccc(Nc2c(-c3ccc(N4CCOCC4)cc3)nc3ncccn23)cc1	-7.2%
31	CCC(=O)N1CCc2cc(Br)cc(S(=O)(=O)NCCc3ccccc3)c21	0.9%
32	COC(=O)c1ccc(Cn2c(SCc3ccccc3F)nc3ccncc32)cc1	3.2%
33	Cc1nc(SCC(=O)N2CCN(c3ccccc3)CC2)[nH]c(=O)c1C	-0.8%
34	CN(Cc1ccccc1)c1nc2c(c(=O)n(C)c(=O)n2C)n1CCSc1ncccn1	-10.4%
35	CC1CCCCN1S(=O)(=O)c1ccc(F)c(C(=O)Nc2ccccc2C(F)(F)F)c1 (stereo not given)	8.7%
36	CCO/N=C(\C)c1c(O)c2ccccc2n(C)c1=O	16.1%
37	Cc1cccc(-n2c(C)nc3cc(C(=O)NC4CCCCCC4)ccc32)c1	5.8%
38	Cc1onc(-c2ccccc2)c1C(=O)N(Cc1ccccn1)Cc1ccccn1	8.7%
39	CCOC(=O)c1sc(NS(=O)(=O)c2ccc(F)cc2)nc1C	5.9%
40	Cc1ccc(C)c(N(C)S(=O)(=O)c2ccc3[nH]cc(C(=O)NC4CCCC4)c(=O)c3c2)c1	2.9%
41	CCOc1cc(C(c2c(O)nc(SC)[nH]c2=O)c2c(O)nc(SC)[nH]c2=O)ccc1O	-8.7%
42	COc1cccc(/C=N/NC(=O)c2ccc(-n3cnnn3)cc2)c1	5.8%
43	CC(=O)N(CCCN(C)C)c1nc2ccc(C)cc2s1	-3.0%
44	CC1CCN(C(=O)Cn2cc(SCC(=O)NCc3ccccc3Cl)c3ccccc32)CC1	13.6%
45	Cc1nn(CC(=O)Nc2ccccc2F)c(=O)c2c(C)n(-c3ccc(Cl)cc3)nc12	-2.9%
46	Cc1ccc(Cl)cc1NC(=O)C1CCC(CNS(=O)(=O)c2cccc3nsnc23)CC1 (stereo not given)	1.1%
47	COc1ccc(/C=C\C(=O)NC2CC(=O)N(c3ccc(F)cc3)C2)cc1OC (stereo not given)	3.7%
48	CCc1ccc(NS(=O)(=O)c2[nH]ncc2C(=O)OC)cc1	6.8%
49	COc1ccc(CCNC(=O)CN(c2cc(OC)ccc2OC)S(=O)(=O)c2ccccc2)cc1	2.0%
50	COc1ccc(/C=C(\C#N)c2nc(-c3cc(Cl)ccc3OC)cs2)cc1	7.2%
51	Cc1ccc(NC(=O)COC(=O)c2ccc3ncsc3c2)c(C)c1	-4.2%
52	CCOc1ccc(C(=O)c2oc3ccccc3c2NC(=O)c2cc(=O)c3ccc(C)cc3o2)cc1	-6.7%
53	CCCc1cc(C(=O)Nc2sc(C)c(C)c2C(=O)OCC)no1	1.4%
54	Cc1ccc(Cl)c2sc(NC(=O)c3ccc(S(=O)(=O)N4CCCC4)cc3)nc12	-9.2%
55	O=C(Nc1ccc(C(=O)OCc2cc(=O)n3c4c(sc3n2)CCCC4)cc1)c1ccc(F)cc1	-1.5%
56	O=C(Nc1ccc(Br)cc1)C1OCCc2ccccc21 (stereo not given)	1.7%
57	CC1CCc2c(sc3nnn(CC(=O)Nc4cccc(C(F)(F)F)c4)c(=O)c23)C1 (stereo not given)	1.1%
58	Cc1ccccc1C1CC(c2ccccc2)Nc2ncnn21 (stereo not given)	-11.6%
59	CS(=O)(=O)c1ccc2sc(NC(=O)c3cc4ccccc4o3)nc2c1	-5.3%
60	Cc1ccc(S(=O)(=O)N2CCCCC2)cc1NC(=O)COC(=O)Cc1cccc(C(F)(F)F)c1	2.6%

Next part
No.	SMILES	aSyn tox rescue
61	COc1ccc(C(=O)Nc2ccc(C3(C#N)CCCC3)cc2)cc1	-5.3%
62	Cc1cccc(-n2cc(-c3ccccc3)nc2SCC(=O)Nc2ccccc2Cl)c1	16.1%
63	CCCc1c(C(=O)N/N=C/C2CC=CCC2)nnn1-c1nonc1N (stereo not given)	-2.8%
64	COc1ccccc1C(=O)c1c(N)c(-c2nc(-c3ccccc3)cs2)c2ccccn12	12.6%
65	CN1CCN(C(=O)CSc2ccc(Cl)cc2)CC1	7.5%
66	O=c1cc(N2CCCCC2)c(-c2ccccc2)n[nH]1	-5.4%
67	CC(C)c1ccc(S(=O)(=O)c2cnc(=S)[nH]c2N)cc1	-6.0%
68	Cc1nn(-c2ccccc2)c(N)c1N=Nc1cccc(S(=O)(=O)N2CCOCC2)c1	10.6%
69	NC(=O)c1ccc(NC(=O)COC(=O)C23CC4CC(CC(C4)C2)C3)cc1	2.2%
70	CCOC(=O)N1CCc2c(sc3c2c(=O)n(-c2ccccc2)c(=O)n3CC(=O)Nc2ccc(OC)cc2OC)C1	-4.8%
71	Nc1ccc(Br)cc1C(NCC(=O)O)c1ccccc1 (stereo not given)	3.4%
72	COc1ccccc1C(=O)Nc1ccccc1SCc1cc(=O)c2ccccc2[nH]1	3.9%
73	O=C(COC(=O)C1CCC(=O)N1)Nc1ccc(Oc2ccccc2)cc1 (stereo not given)	-3.3%
74	CC(=O)c1cccc(S(=O)(=O)NC(C)C2CC3CCC2C3)c1 (stereo not given)	8.0%
75	Cc1c(C(=O)Nc2cccc(C(F)(F)F)c2)sc2nc3n(c(=O)c12)CCCC3	-9.0%
76	Cc1cnc(C(=O)NCC(=O)Nc2ccccc2Br)cn1	-2.7%
77	Cc1ccccc1-c1noc(-c2ccc(N3CCCC3)c([N+](=O)[O-])c2)n1	-8.3%
78	COc1ccc(OC)c(NC(=O)C2CCCN2S(=O)(=O)c2ccc3c(c2)CC(C)N3C(C)=O)c1 (stereo not given)	-10.6%
79	O=C(CS(=O)(=O)c1ccccc1)Nc1nnc(C(F)(F)F)s1	3.0%
80	CC(=O)NCCC(=O)Nc1ncc(S(=O)(=O)c2ccc([N+](=O)[O-])cc2)s1	-5.0%
81	CCOC(=O)CC1C(=O)NCCN1C(=O)c1cc2c(=O)n3cccc(C)c3nc2s1 (stereo not given)	5.2%
82	CCc1nc(SCc2ccccn2)[nH]c(=O)c1C	-3.8%
83	Cc1cc(C)cc(-n2ccnc(NCCc3ccccc3)c2=O)c1	13.9%
84	Cc1nn(C(C)(C)C)c(C)c1/C=N/OC(=O)Nc1ccc(Cl)cc1	-34.6%[inhibitor]
85	O=C(NCCCN1CCOCC1)C(=O)N/N=C/c1cccc2ccccc12	-1.5%
86	COc1ccc(NC(=O)c2ccc3c(c2)CCN3S(=O)(=O)c2ccccc2)cc1	-10.3%
87	CCc1ccccc1NC(=O)N1CC(C)Sc2ccccc21 (stereo not given)	6.2%
88	CCOC(=O)c1c(-c2cc(OC)c(OC)c(OC)c2)csc1N	14.0%
89	CN(C)CCCNc1ccc(-c2nn(C)c(=O)c3ccccc23)cc1[N+](=O)[O-]	6.9%
90	COc1ccc(-c2nnc(SCC(=O)Nc3c(C)cccc3C)nc2-c2ccc(OC)cc2)cc1	-1.1%

From compound 61 as far as 66, copied from above:
No.	SMILES	aSyn tox rescue
61	COc1ccc(C(=O)Nc2ccc(C3(C#N)CCCC3)cc2)cc1	-5.3%
62	Cc1cccc(-n2cc(-c3ccccc3)nc2SCC(=O)Nc2ccccc2Cl)c1	16.1%
63	CCCc1c(C(=O)N/N=C/C2CC=CCC2)nnn1-c1nonc1N (stereo not given)	-2.8%
64	COc1ccccc1C(=O)c1c(N)c(-c2nc(-c3ccccc3)cs2)c2ccccn12	12.6%
65	CN1CCN(C(=O)CSc2ccc(Cl)cc2)CC1	7.5%
66	O=c1cc(N2CCCCC2)c(-c2ccccc2)n[nH]1	-5.4%

(cont.)
No.	SMILES	aSyn tox rescue
91	O=C(NC(=S)N1CCc2ccccc21)c1ccccc1Cl	-0.3%
92	COc1cc(OC)c(NC(=O)c2ccc3nc(C(C)C)oc3c2)cc1Cl	0.4%
93	Cc1ccc(-c2noc(-c3nnn(-c4cccc(C(F)(F)F)c4)c3N)n2)cc1	-1.5%
94	COc1ccccc1Nc1ncc2c(n1)CCN(Cc1ccc(C)s1)C2	2.8%
95	CC1=C(C(=O)N2CCOCC2)CC(CC(=O)NCc2cccc3ccccc23)C(=O)N1Cc1ccccc1 (stereo not given)	1.9%
96	Cc1ccc2oc(C(=O)N(Cc3ccccc3F)C3CCS(=O)(=O)C3)c(C)c2c1 (stereo not given)	10.9%
97	Cc1ccccc1CNC(=O)Cc1csc2ccccc12	16.9%
98	Cc1cc(C)n(-c2ncc(-c3ccccc3)nn2)n1	16.4%
99	NS(=O)(=O)c1cccc(NC(=O)Nc2ccc(Cl)cc2)c1	-9.3%
100	Cc1ccccc1-c1nc2c(c(SCc3cccc(Cl)c3)n1)Cc1c(CO)cnc(C)c1O2	3.2%
101	CCCCN(C1CCS(=O)(=O)C1)S(=O)(=O)c1cccs1 (stereo not given)	-3.0%
102	CNC(=S)NNC(=O)c1cccc(N(C)C)c1	-6.5%
103	O=C(Nc1cccnc1)c1ccc(Cl)c(S(=O)(=O)N2CCOCC2)c1	4.4%
104	c1ccc(NNC2=NCCCCC2)cc1	-13.9%
105	COc1cc2ccccc2cc1C(=O)N1CCCCC1	4.2%
106	C[C@@H]1[C@H](O)C[C@@]23COC(=O)C2=CCC[C@@H]3[C@@]1(C)CC/C(=C/CO)CO	7.7%
107	CC(C)NC(=O)C1CCCN(S(=O)(=O)c2cccc3nonc23)C1 (stereo not given)	3.4%
108	Cc1cccc(-c2nc(C)c(CCNC(=O)C(=O)Nc3ccc(C)c(C)c3)s2)c1	3.3%
109	COCCN(C(=O)COC(=O)/C=C/c1nc2ccccc2s1)c1c(N)n(Cc2ccccc2)c(=O)[nH]c1=O	-10.2%
110	CCc1ccccc1NC(=O)Cn1c(=O)n(Cc2ccc3c(c2)OCO3)c(=O)c2ccc(C(=O)NC3CCCCC3)cc21	-3.1%
111	COc1ccc(OC)c(CN2CCN(C(=O)c3cccc(S(=O)(=O)N(C)c4ccccc4)c3)CC2)c1	-6.7%
112	CCc1ccc(NC(=O)Cn2cnc([N+](=O)[O-])c2)cc1	-1.6%
113	CCCCc1nnc(NC(=O)CSc2nc(O)c(Cc3ccccc3)c(=O)[nH]2)s1	-5.8%
114	CCN(C(=O)COC(=O)c1ccc(COc2ccc3c(C)cc(=O)oc3c2)cc1)C1CCS(=O)(=O)C1 (stereo not given)	8.7%
115	Cc1ccc2nc(Cl)c3cc(C(=O)NC4CCC(C)CC4)sc3c2c1 (stereo not given)	4.8%
116	Cn1c(CCN2CCCC2)nc2cc(NC(=O)COc3ccc(Cl)cc3)ccc21	-8.9%
117	COc1ccc(CNC(=O)c2cc3ccccn3n2)c(OC)c1	6.2%
118	Cc1ccc(-c2ccc3c(c2)O[C@H](CN(C)Cc2cncnc2)[C@@H](C)CN([C@H](C)CO)S3(=O)=O)cc1	3.6%
119	Cc1ccc([C@H]2N[C@]3(CCCN(CC4CCCCC4)C3=O)[C@H]3C(=O)N(Cc4ccccc4)C(=O)[C@@H]23)cc1	4.3%

Screening data deposited in PubChem BioAssay by National Center for Advancing Translational Sciences (NCATS).
